Source: PubChem (National Center for Advancing Translational Sciences (NCATS))
RXFP1 agonist: RXFP1 (human) receptor agonism; Q9HBX9; Potency, µM (titrated, usually from 57.5 µM), for inactives: top-dose activation, usual class: activators; HEK293T-RXFP1 cAMP TR-FRET, 30 min; response scale: percent of porcine relaxin response, buffer zero; hit rate 0.3% among 370,000; also: potency is read from the fitted curve at half-maximal effect; % is scaled to controls: 0 for no effect and ±100 for the full control effect; nearly all actives have a fitted effect of over 60% in size; many of its hits are not listed in these tables
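HEK293T cells stably expressing RXFP1 were pretreated with the PDE4 inhibitor Ro 20174, exposed to compounds for 30 min at 37C, lysed, and cAMP was read by TR-FRET. Data normalized to buffer (basal) and 29 nM porcine relaxin (100%).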
Vif-APOBEC3F blk: blocks the Vif interaction with APOBEC3F; HeLa A3F-eYFP + Vif (tagged APOBEC3F with the HIV-1 protein that degrades it), YFP fluorescence increase; Potency, µM (series often up to 46.1 µM), for the others: at the highest dose activity, negative = active; hit rate 0.2% among 390,000; AID 602313; also: potency is read from the fitted curve at half-maximal effect; % of control where 0% means no effect; nearly all actives have a fitted effect of over 65% in size
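HeLa cells stably expressing Vif plus C-terminally eYFP-tagged A3F were seeded, incubated overnight at 37 deg C, dosed with compound, incubated overnight again at 37 deg C. Yellow fluorescence (Ex 488/Em 500-530) reported blocked Vif-mediated A3F-eYFP degradation.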
D1 agonist: activates the human D1 dopamine receptor; P21728; HEK293 T-REx D1 cells, calcium flux, agonist mode; activation, % at 2 µM; hit rate 1% among 360,000; in the data active = activation above about 30%; also: 0% is about no effect
Target sequence (P21728 whole entry, looked up): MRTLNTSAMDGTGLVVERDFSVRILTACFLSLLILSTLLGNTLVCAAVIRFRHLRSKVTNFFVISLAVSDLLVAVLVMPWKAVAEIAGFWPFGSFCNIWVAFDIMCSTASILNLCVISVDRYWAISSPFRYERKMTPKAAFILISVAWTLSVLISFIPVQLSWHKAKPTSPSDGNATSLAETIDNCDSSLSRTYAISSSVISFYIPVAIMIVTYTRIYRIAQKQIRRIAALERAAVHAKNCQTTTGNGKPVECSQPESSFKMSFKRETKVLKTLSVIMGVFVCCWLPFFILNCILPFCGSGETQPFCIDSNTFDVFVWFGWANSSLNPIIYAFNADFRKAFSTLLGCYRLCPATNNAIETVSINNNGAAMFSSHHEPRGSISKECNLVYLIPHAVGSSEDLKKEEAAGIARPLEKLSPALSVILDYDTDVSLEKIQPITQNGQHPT
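Agonism was scored from calcium flux recorded over 180 s (1 read/s) after pintool compound addition, following a 10-cycle baseline. Cells were inducible force-coupled HEK293 TREx D1, plated overnight at 30 C and loaded with no-wash calcium dye.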
RXFP1 antagonist: RXFP1 (human) relaxin receptor antagonism | Q9HBX9 | HEK293-RXFP1, relaxin-stimulated cAMP HTRF, 30 min; hits give low values | activity change, negative = inhibition, % at 57.5 µM | hit rate 0.59% among 350,000 | AID 1259400;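 active = activity change of -60% or lower, but not beyond a set lower limit; inconclusive = change between -60% and -40%, or beyond the set limit; inactive = change above -40%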; also: % is scaled to controls: 0 for no effect and ±100 for the full control effect
D2 potentiator: D2 dopamine receptor (human) potentiation | potentiation, % at 10 µM | P14416 | HEK293 T-REx D2, calcium flux, EC20 dopamine potentiation | hit rate 0.34% among 340,000 | AID 485347;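 active = potentiation over 3 SD above the plate norm, cut at about 30% in these data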; also: 0% is about no effect
Target sequence (P14416 whole entry, looked up): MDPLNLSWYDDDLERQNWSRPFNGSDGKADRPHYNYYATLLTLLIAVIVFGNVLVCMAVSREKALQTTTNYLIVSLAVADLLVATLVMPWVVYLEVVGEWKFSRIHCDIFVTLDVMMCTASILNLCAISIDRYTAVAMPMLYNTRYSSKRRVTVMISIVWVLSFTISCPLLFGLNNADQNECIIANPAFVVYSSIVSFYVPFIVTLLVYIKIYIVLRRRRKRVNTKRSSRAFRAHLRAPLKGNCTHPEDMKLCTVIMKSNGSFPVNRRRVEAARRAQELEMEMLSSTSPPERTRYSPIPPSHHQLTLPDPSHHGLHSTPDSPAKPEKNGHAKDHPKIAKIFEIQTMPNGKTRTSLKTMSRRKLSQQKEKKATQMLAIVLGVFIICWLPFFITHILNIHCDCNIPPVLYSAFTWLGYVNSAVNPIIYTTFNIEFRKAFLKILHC
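Primary screen. Calcium kinetics in induced HEK293 T-REx D2 cells: compound pre-addition 180 s, EC20 dopamine, 180 s more.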
D1 antag: human D1 dopamine receptor antagonism; hit rate 3.2% among 360,000; P21728; HEK293 TREx D1 cells, calcium flux, dopamine EC80; hits give low values; activity change, negative = inhibition, % at 10 µM; AID 504652; in the data active = activity change below about -30%; also: % is scaled to controls: 0 for no effect and ±100 for the full control effect
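Tetracycline-induced HEK293 T-REx cells with force-coupled D1 receptor were loaded with a no-wash calcium dye. Compound was added after a 10 s baseline and read kinetically for 180 s; EC80 dopamine was then added and calcium flux followed another 180 s.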
Vif-APOBEC3G blk: blocks the Vif interaction with human APOBEC3G; hit rate 0.076% among 410,000; HeLa A3G-eYFP + Vif (tagged APOBEC3G with the HIV-1 protein that degrades it), YFP fluorescence, overnight; Q9HC16; Potency, µM (top dose mostly 46.1 µM), for inactives: top-dose activity, negative = active, hits mostly inhibitors; AID 602310;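 also: potency is read from the fitted curve at half-maximal effect; % is scaled to controls: 0 for no effect and ±100 for the full control effect; nearly all actives have a fitted effect of over 60% in size; hits raise eYFP signal because A3G escapes Vif-driven loss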
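HeLa cells stably expressing Vif and C-terminally eYFP-tagged A3G, seeded overnight at 37 deg C, then exposed to compound by pintool overnight at 37 deg C. Rise in yellow fluorescence (Ex 488/Em 500-530, Acumen) marks blocked Vif-driven A3G degradation.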
D1 potentiator: enhances dopamine response at the human D1 receptor; HEK293 TREx D1 cells, calcium flux, dopamine EC20 potentiation; potentiation, % at 10 µM; hit rate 0.036% among 360,000; AID 504651; in the data active = potentiation above about 30%; also: 0% is about no effect
GRP78 ERSR act: ER stress response induction in glioma. U87-MG GRP78 promoter luciferase reporter, 16 h. Potency, µM, for inactives: at the top dose activation, usual class: activators. hit rate 0.02% among 420,000; also: potency is read from the fitted curve at half-maximal effect; series mostly up to about 76 µM; % of control where 0% means no effect; nearly all actives have a fitted effect of over 35% in size
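Stably transfected U87-MG glioma cells carrying a GRP78-based luciferase sensor; 16 h compound incubation. Luminescence end-point read 10 min after Bright-Glo addition at room temperature.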
The depositor's hits bear a star; ? = inconclusive; · = no result given; & = joins results of further samples. Unless noted, calls follow the shape of the dose curve; as a rule, active = well fitted curve in the direction sought with a large enough effect; inconclusive = small, poorly fitted or top-dose-only effect, or another doubt; inactive = no such curve, though single readings can be large; an effect the other way counts as inactive or inconclusive. A portion of the library. The share of hits here may be higher or lower than overall.

SMILES	RXFP1 agonist	Vif-APOBEC3F blk	D1 agonist	RXFP1 antagonist	D2 potentiator	D1 antag	Vif-APOBEC3G blk	D1 potentiator	GRP78 ERSR act
CCCCc1ccc(NC(=O)CSc2nc3ccccc3nc2N2CCCCC2)cc1	2.8%	1%	3	·	·	4	-4%	-3	0%
COC(=O)c1sccc1-c1ccc(/C=N/OC(=O)c2cccs2)o1	5.9%	20%	1	-10	-1	-5	1%	3	5%
CC1CCCC(NC(=O)COC(=O)c2ccc([N+](=O)[O-])s2)C1C (configuration not stated)	·	-11%	·	3	·	·	-2%	·	-4%
Cc1cc(C(=O)CN2C(=O)C3CC=CCC3C2=O)c(C)n1-c1ccccc1 (configuration not stated)	1.1%	0%	4	-1	17	-4	3%	-6	-1%
Cc1cc(S(=O)(=O)c2ccc([N+](=O)[O-])cn2)ccc1Br	·	12%	·	-35	·	·	-7%	·	-8%
COc1ccc(CN2CCc3ccccc3C2)c(OC)c1	1.6%	5%	1	-14	-22	7	-5%	-4	-6%
CNC(=S)N(CCc1c(C)[nH]c2ccc(F)cc12)Cc1ccco1	-0.4%	-14%	4	-12	4	-29	-3%	-4	-7%
CCOC(=O)c1cc(S(=O)(=O)N2CC(C)CC(C)C2)cn1C (configuration not stated)	-2.6%	-12%	2	11	1	-5	-1%	1	-2%
CCN(CC)S(=O)(=O)c1cccc(C(=O)N/N=C/c2cc(OC)c(O)c(OC)c2)c1	0.5%	2%	6	22	-1	-10	0%	3	-2%
Cc1ccc(-n2c(C)nnc2SCC(=O)N2CCc3ccccc3C2)cc1C	0.5%	2%	1	0	17	-2	-2%	-7	-1%
CCCOC(=O)NC1C(NC(=O)OCCC)N(C)C(=O)N1C (configuration not stated)	2.7%	2%	3	·	6	-2	4%	-5	-3%
Cc1ccc(/C=C2\Sc3ccccc3C2=O)s1	0.0%	-7%	4	-5	-12	-13	0%	-1	7%
O=C(Cn1ccc(=O)[nH]c1=O)Nc1ccc(O)c([N+](=O)[O-])c1	·	-1%	·	6	·	·	3%	·	-3%
Cc1cccn2c(=O)nc(SCC(=O)NCc3ccc4c(c3)OCO4)nc12	9.5%	8%	1	25	12	-12	1%	3	-6%
COc1ccc(C(C#N)CC(=O)c2ccc(OC)c(OCc3ccccc3)c2)cc1OC (configuration not stated)	·	-2%	·	-4	·	·	-1%	·	-1%
CCN1CCN(c2ccc(S(=O)(=O)N3CCOCC3)cc2NC(=O)c2cc(Cl)nc3ccccc23)CC1	23%	6%	4	5	-1	-33*	1%	-4	-4%
Cc1[nH]ccc2cc3nc4ccccc4c3cc12	·	3%	·	-8	·	·	-3%	·	-5%
COc1ccc(OC)c(S(=O)(=O)N2CCN(c3ccccc3OC)CC2)c1	0.4%	18%	5	-20	4	-10	-4%	0	0%
Cc1c(N=Cc2cc3c(cc2Cl)OCO3)c(=O)n(-c2ccccc2)n1C	2.2%	-29%	2	1	10	-10	1%	-4	-3%
OC[C@H]1NC[C@@H](O)[C@@H]1O	1.0%	-2%	-2	·	-1	0	-2%	-7	-3%&-2%
CCCC(=O)Nc1ccc(C(=O)COC(=O)c2cc(C)oc2C)cc1	0.1%	10%	6	-1	-2	-1	0%	0	-1%
Cc1c(-c2ccccc2)nc(-c2ccccc2)[nH]c1=O	-1.6%	-8%	1	-4	-6	2	0%	-5	-5%
CC1C(=O)N(Cc2cn(CC3CCCCC3)nn2)CCS(=O)(=O)N1Cc1ccc(-c2ccc(F)nc2)cc1 (configuration not stated)	·	-6%	·	-1	·	·	1%	·	1%
Cc1ccc(S(=O)(=O)NCC(=O)NCC2COc3ccccc3O2)cc1C (configuration not stated)	-0.5%	4%	9	-1	2	7	1%	·	·
CCOC(=O)c1c(NC(=O)COC(=O)/C=C/c2ccco2)sc2c1CC(C)(C)NC2(C)C	-1.6%	?	14	-20	8	-5	0%	1	-6%
Oc1c(Cl)cc(Cl)cc1/C=N/c1nccs1	-0.9%	4%	6	-25	3	5	-2%	-3	-10%
O=C(NCc1ccco1)c1cc(-c2ccc(F)cc2)on1	3.3%	2%	3	-4	·	17	2%	-7	9%
COC(=O)C(Cc1c[nH]c2ccccc12)NC(=O)CNC(C)=O (configuration not stated)	1.6%	0%	2	-5	-15	0	1%	2	4%
Cc1cccc(-n2cc(-c3ccc([N+](=O)[O-])cc3)[nH]c2=S)c1	-0.8%	5%	12	-27	-6	-4	4%	-6	0%
COc1ccc2nc(C)cc(N3CCC(C(N)=O)CC3)c2c1	9.7%	-2%	5	-12	-6	11	2%	-6	-4%
Cc1ccc(S(=O)(=O)N2CCN(C(=O)c3ccccn3)CC2)cc1	-1.1%	-6%	7	-5	7	4	1%	-4	-2%
Cc1ccc(O)c(N=NC2=C(O)CC(C)(C)CC2=O)c1	-0.6%	-1%	6	-4	0	-18	-15%	1	-7%
O=C(CN1C(=O)COc2ccc(S(=O)(=O)N3CCOCC3)cc21)N1CCN(c2cccc(Cl)c2)CC1	0.4%	-5%	-1	·	-1	-5	5%	1	-1%
NS(=O)(=O)c1ccc(NC(=S)NC(=O)c2cccnc2)cc1	-2.9%	5%	0	-2	-4	-4	-6%	-3	-1%
COc1ccccc1NC(=O)CSC1=NCCN1	-0.3%	-12%	4	-3	-10	8	-8%	0	-5%
CCOC(=O)c1nn(-c2ccc(C)cc2)cc1C(=O)c1ccccc1	-0.8%	-6%	0	-19	2	-5	0%	9	?
O=C(Nc1ccccc1)NC1CCN(Cc2ccccc2)CC1	0.2%	2%	8	-5	·	2	-6%	-2	-1%
CCOc1ccc(CCNC(=O)c2ccc(CSCc3ccccc3C)o2)cc1OCC	3.6%	10%	36*	-32	15	-22	6%	-3	-6%
O=C(Nc1cccc(S(=O)(=O)N2CCCCCC2)c1)c1cncc(Br)c1	·	11%	·	-20	·	·	2%	·	-5%
Cc1ccn2c(c1)nc(=O)c1cc(S(=O)(=O)N3CCCCC3)c(Cl)cc12	2.5%	-3%	-1	·	·	-8	-7%	-3	-1%
CC(=O)Nc1ccc(S(=O)(=O)N2CCN(c3ccccn3)CC2)cc1	2.4%	-1%	-2	-13	-5	·	1%	-4	-3%
CC(=O)Nc1ccccc1/C=C/c1ccc2c(C)ccc(O)c2n1	-2.1%	0%	1	21	9	-3	-4%	1	1%
CC1CCC(NC(=O)CN2CCN(S(=O)(=O)c3cccs3)CC2)CC1 (configuration not stated)	1.7%	-2%	0	0	10	-2	-13%	-3	-4%
O=C(O)c1ccc(-n2nnnc2Oc2ccccc2C(=O)N2CCOCC2)cc1	2.0%	6%	3	-4	2	16	-3%	4	-4%
COc1ccc(-c2noc(COc3ccc4c(c3)OCO4)n2)cc1	3.8%	1%	5	-17	-6	-1	2%	-2	2%
Cc1ccc2ncc(NC(=O)c3ccc(F)cc3)c(=O)n2c1	0.7%	0%	3	-11	12	10	0%	3	4%
Cc1nc(NS(=O)(=O)c2ccc(Br)cc2)c2c3c(sc2n1)CCC3	-1.9%	1%	6	4	-3	7	-9%	-3	-5%
CC(=O)c1cccc(N(C(=O)CNC(=O)c2ccco2)C(C(=O)NCc2ccco2)c2ccccc2)c1 (configuration not stated)	2.0%	-2%	2	5	2	-5	-3%	-5	-3%
COc1ccc(C)cc1S(=O)(=O)Nc1ccccc1	0.0%	-2%	-1	11	-6	2	3%	-2	-3%
O=C(CNC1CCCCCC1)Nc1ccc(N2CCCC2)cc1	-3.3%	·	3	·	0	-7	·	-6	·
CC(C)C(=O)NCCc1nc2ccccc2n1CCOc1ccccc1	2.1%	-10%	1	-3	-11	-2	-1%	-7	0%
c1ccc(Nc2ccccn2)cc1	-1.1%	-4%	1	-10	0	1	-7%	-6	-1%
Cc1cccc(C)c1OCC(=O)NNC(=O)c1ccoc1C	5.9%	-10%	0	0	11	-11	2%	3	-1%
CC1CCCC(NC(=O)COC(=O)c2ccc(Cl)nc2)C1C (configuration not stated)	-1.8%	-10%	0	12	12	0	-13%	6	-3%
CN(C(=O)CSc1nc(N)cc(=O)[nH]1)C1CCCCC1	·	-3%	·	7	·	·	3%	·	-3%
COc1cc(/C=C2/C(=O)NN(c3cccc(C)c3)C2=O)cc([N+](=O)[O-])c1O	1.6%	0%	1	-10	9	-4	3%	17	-6%
O=C(N/N=C/c1ccco1)C1CC1	0.2%	-1%	6	-4	-8	-2	1%	2	1%
O=C1NC(=O)C(c2ccccc2)N1 (configuration not stated)	·	5%	·	-9	·	·	0%	·	-4%
Cc1cc(C)n(C(=O)CSc2nc3ccccc3o2)n1	-2.6%	-7%	3	-1	-2	5	-2%	-1	-7%
CCC(=O)NC(NC(=S)Nc1ccc(S(N)(=O)=O)cc1)C(Cl)(Cl)Cl (configuration not stated)	2.3%	1%	1	-3	-1	-2	-3%	-1	-1%

Copied from the list.
Cc1ccc(S(=O)(=O)NCC(=O)NCC2COc3ccccc3O2)cc1C (configuration not stated) in D1 antag shows 7
Oc1c(Cl)cc(Cl)cc1/C=N/c1nccs1 in D2 potentiator shows 3

Following part
SMILES	RXFP1 agonist	Vif-APOBEC3F blk	D1 agonist	RXFP1 antagonist	D2 potentiator	D1 antag	Vif-APOBEC3G blk	D1 potentiator	GRP78 ERSR act
COc1ccc(-c2ccc(NS(=O)(=O)c3cccc([N+](=O)[O-])c3)cc2)nn1	-2.3%	1%	5	-15	·	-13	2%	-4	-2%
O=C(Nc1ccccc1Oc1cccnc1)C1CCCN(C/C=C/c2ccc(F)cc2)C1 (configuration not stated)	2.3%	-14%	5	13	-8	-30*	-2%	1	-7%
COc1ccc(C(=O)Nc2oc(-c3ccccc3)c(-c3ccccc3)c2C#N)cc1OC	1.2%	-2%	4	10	4	2	0%	1	-1%
COc1ccc(CN2C(=O)c3cccnc3C2=O)cc1S(=O)(=O)N1CCOc2ccc(C)cc21	9.9%	-6%	6	4	13	-8	-2%	-4	-3%
CCc1ccccc1N(CC(=O)NC(C)C)C(=O)CCC(=O)Nc1nccs1	-2.1%	5%	6	-4	-7	26	-1%	1	-2%
CCC1SC2=NC(C)=C(C(=O)OC)C(c3cccs3)N2C1=O (configuration not stated)	2.2%	·	2	-1	1	-9	1%	-6	-4%
